rCAG binder: r(CAG) repeat RNA binding; TO-PRO-1 dye displacement fluorescence; inhibition, % at 3 µM; 1.3% of 370,000 active;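 active = inhibition above the plate cutoff, the mean of all test compounds on that plate plus 3 SD, cut at about 35% in these data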;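 also: 0% = DMSO alone and 100% = 100 µM mitoxantrone as full dye displacement; higher means more dye released from RNA so lower well fluorescence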
MBD2 DNA inh: inhibitors of human MBD2 binding to methylated oligonucleotide. TR-FRET. inhibition, % at 4.4 µM. 0.31% of 370,000 active. AID 686964; in the data active = inhibition above about 13%
NR1D1 modulator: Rev-erb alpha (human) modulation; P20393; Rev-erbα–FITC-DNA binding, fluorescence polarization, 90 min; activity, % at 10 µM; 0.79% of 370,000 active;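 active = activity above about 14%, limit read from the data; passing the limit was not always enough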;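 also: 0% = DMSO wells with 35 nM protein and 100% = DMSO wells with 750 nM protein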
Target sequence (P20393 whole entry, looked up): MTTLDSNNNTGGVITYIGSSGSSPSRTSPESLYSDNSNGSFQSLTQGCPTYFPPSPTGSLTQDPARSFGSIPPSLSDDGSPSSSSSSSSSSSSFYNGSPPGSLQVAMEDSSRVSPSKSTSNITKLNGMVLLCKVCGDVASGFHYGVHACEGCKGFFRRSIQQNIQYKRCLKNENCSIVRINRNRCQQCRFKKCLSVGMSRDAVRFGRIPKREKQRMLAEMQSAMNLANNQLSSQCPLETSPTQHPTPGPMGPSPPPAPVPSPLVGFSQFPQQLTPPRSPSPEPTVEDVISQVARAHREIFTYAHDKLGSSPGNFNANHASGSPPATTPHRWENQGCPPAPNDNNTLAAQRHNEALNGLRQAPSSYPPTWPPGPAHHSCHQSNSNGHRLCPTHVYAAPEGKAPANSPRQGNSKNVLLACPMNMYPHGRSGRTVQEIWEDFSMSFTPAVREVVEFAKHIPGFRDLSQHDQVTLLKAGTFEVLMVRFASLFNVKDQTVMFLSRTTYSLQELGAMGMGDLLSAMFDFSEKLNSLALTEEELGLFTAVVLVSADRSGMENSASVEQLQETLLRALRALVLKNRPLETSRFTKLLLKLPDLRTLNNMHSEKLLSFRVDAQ
ABHD4 inh: inhibitors of mouse ABHD4 | inhibition, % at 8.92 µM | purified mABHD4, FP-Rh probe fluorescence polarization | 0.54% of 370,000 active | Q8VD66;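 active = inhibition exceeding the mean over every tested compound plus 3 SD, cut at about 30% in these data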;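 also: 0% = plate median of compound wells and 100% = S159A mutant with DMSO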
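Test system: mouse ABHD4 enzyme, wild type. Reagent: FP-Rh fluorescent activity-based probe, added after compound pre-incubation. Timing: pre-incubation 45 min, probe exposure 60 min, at 25 °C. Technique: FP readout, ex 525 nm / em 598 nm. Benchmarks: high control S159A mutant with DMSO, low control median of compound wells.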
PRMT1 FP inh: blocks human protein arginine methyltransferase 1 | recombinant PRMT1, activity-based probe fluorescence polarization | inhibition, % at 2.79 µM | Q99873 | 1.3% of 370,000 active;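 active = inhibition above about 21% made by adding two undisclosed values, limit read from the data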
Target sequence (Q99873 whole entry, looked up): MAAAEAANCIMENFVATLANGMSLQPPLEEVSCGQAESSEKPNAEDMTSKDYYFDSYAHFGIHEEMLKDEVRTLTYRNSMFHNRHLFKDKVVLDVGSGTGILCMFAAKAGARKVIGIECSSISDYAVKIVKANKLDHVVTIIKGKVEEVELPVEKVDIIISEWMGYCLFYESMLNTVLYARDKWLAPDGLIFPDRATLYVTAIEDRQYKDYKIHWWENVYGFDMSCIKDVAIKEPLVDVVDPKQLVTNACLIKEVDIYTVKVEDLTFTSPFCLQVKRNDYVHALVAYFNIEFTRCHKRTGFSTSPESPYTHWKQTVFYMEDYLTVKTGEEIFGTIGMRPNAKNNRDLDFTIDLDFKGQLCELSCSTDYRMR
LEDGF integ inh: blocks HIV-1 LEDGF/p75-dependent DNA integration. 0.64% of 370,000 active. TR-FRET IN-LEDGF/p75 DNA integration, Eu/Cy5. inhibition, % at 3.7 µM;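 active = inhibition above the screen-wide mean plus 3 SD, cut at about 13% in these data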;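 also: signal is the Cy5 over europium emission ratio at 671 and 618 nm; 0% = plate median of compound wells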
PG9 Ab binder: binds the HIV-1 gp120 antibody PG9; TR-FRET gp120-PG9 antibody binding; AID 624416; 0.43% of 360,000 active; inhibition, % at 6.7 µM; in the data active = inhibition above about 8.5%
TCR CD3 inh: human TCR-CD3 binding inhibition; TAMRA-labeled TCR probe fluorescence, biochemical; inhibition, % at 9.4 µM; 0.37% of 360,000 active; AID 651800; in the data active = inhibition above about 19%;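 also: recombinant mutant TCR 2C K166C tagged with TAMRA read by polarization; 0% = receptor in buffer alone and 100% = receptor with positive control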
UHRF1 binding: UHRF1 methyl-DNA binding inhibition | 0.75% of 370,000 active | AID 687016 | UHRF1 binding to methylated oligo, TR-FRET | Q96T88 | inhibition, % at 4.4 µM; in the data active = inhibition above about 21%;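 also: UHRF1 SRA domain binding a hemimethylated CpG hairpin DNA probe; 0% = median of test compound wells and 100% = reference inhibitor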
HTRA1 inh: inhibitors of human serine peptidase HTRA1. Q92743. recombinant HTRA1, FP-rhodamine activity-based probe, fluorescence polarization. inhibition, % at 5.96 µM. 0.5% of 340,000 active. AID 504803; in the data active = inhibition above about 36%;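 also: 0% = enzyme with DMSO and 100% = wells lacking enzyme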
The depositor's hits bear a star; / = no result given.

Values run as follows: rCAG binder	MBD2 DNA inh	NR1D1 modulator	ABHD4 inh	PRMT1 FP inh	LEDGF integ inh	PG9 Ab binder	TCR CD3 inh	UHRF1 binding	HTRA1 inh
Cc1ccccc1C(O)c1ccccn1 (stereo unspecified)
 : -1	2	-2	-3	-3	0	-1.2	-2	-2	2
CN(C)c1ccc(CNC(=O)c2cc(S(=O)(=O)N3CCOCC3)cn2C)cc1
 : 5	-1	-3	0	0	0	-1.6	-9	-3	1
Cc1cccc(/C=N/NC(=O)c2cccc([N+](=O)[O-])c2)n1
 : 0	2	-1	4	-2	3	-1.9	-5	0	/
Cc1c(NC(=O)COC(=O)C2(c3ccccc3F)CCCC2)c(=O)n(-c2ccccc2)n1C
 : -3	2	-5	2	-1	-2	-2.6	1	2	6
Cc1ccc(CN2CC=CCS2(=O)=O)cc1
 : 2	-3	0	7	0	-1	0.9	-9	3	/
CC1(C)COC(c2ccc3c(c2)OCO3)OC1
 : 0	-1	-2	-2	7	0	1.4	2	0	4
COc1cc(C(=O)NCC(=O)Nc2c(C)cccc2C)ccc1OCC(=O)N1CCOCC1
 : 0	3	2	7	5	-1	-0.6	-3	-2	10
O=C(NCc1cccnc1)Nc1ccc(Cl)c(Cl)c1
 : 1	-5	-4	-13	-4	7	0.4	0	0	-7
COc1ccc(/C=C2\C(=O)ON=C2c2cccc([N+](=O)[O-])c2)cc1
 : 41*	9	2	20	11	-3	-1.1	1	4	/
CC(=O)NC1=C(Nc2ccc(N(C)C)cc2)C(=O)c2ccccc2C1=O
 : 1	-13	-3	21	-1	1	-41	8	-17	30
Cc1cc(Cl)ccc1OCC(=O)N1CC(C)CC(C)C1 (stereo unspecified)
 : -4	-1	0	-3	0	0	-1.6	8	-1	-4
CCCn1c(N2CCN(C)CC2)nc2c1c(=O)[nH]c(=O)n2C
 : -2	4	3	-7	-1	2	-1.2	3	-2	6
COc1cccc(NC(=O)NCCCN2CCN(c3ccc(F)cc3)CC2)c1
 : -7	8	-2	10	3	1	-0.6	-3	-1	-1
NNc1nnc2c3cc(F)ccc3n(CCc3ccccc3)c2n1
 : 17	1	6	-4	-4	6	-2.4	7	-3	-21
COc1cccc(NCc2cc(=O)oc3cc(C)c(O)cc23)c1
 : 9	1	-9	-3	-2	-1	-0.2	0	-3	-3
c1ccc(-c2ncnc3nc4n(c23)CCC4)cc1
 : 2	-2	1	8	-1	1	-1.4	0	0	5
CSc1ncc(C(=O)Nc2ccccc2Cl)c(C)n1
 : 1	1	10	0	-4	1	0.3	5	0	5
CNC(=S)N(CCc1ccc(OC)c(OC)c1)Cc1cc2c(C)cc(C)cc2[nH]c1=O
 : -4	1	-2	5	-3	2	-0.7	8	-3	3
CCOc1ccc(NC(=O)CN(C)C(=O)c2cc(C)on2)cc1OCC
 : 1	1	5	-4	-1	1	0.5	10	-1	5
Cc1nn(C)c(Cl)c1NC(=O)OCc1ccc(Cl)cc1Cl
 : 0	1	1	-16	-3	5	-1.9	4	53*	0
NC(=O)N1CCN(CCCN2c3ccccc3Sc3cc(Cl)ccc32)CC1
 : 3	-5	7	9	-1	2	1.3	-1	-3	15
N#Cc1c(N2C(=O)c3ccc(C(=O)O)cc3C2=O)sc2c1CCCC2
 : 8	-4	0	2	0	0	0.9	3	-1	7
Nc1ccc(C(=O)N2CCN(S(=O)(=O)c3ccc4c(c3)OCCCO4)CC2)cc1[N+](=O)[O-]
 : 4	-7	-2	3	1	1	-0.5	8	0	-8
CCOC(=O)CCNC(=O)Nc1cc2nc(C)n(Cc3cccc(Cl)c3)c2nc1C
 : -1	-4	4	4	-2	1	2.1	3	-3	-2
Cc1ccc(OCC(=O)Nc2ccc(C(=O)O)cc2NC(=O)COc2ccc(C)c(C)c2)cc1C
 : 19	-7	2	-9	-1	-1	-0.1	0	0	-5
CS(=O)(=O)c1ccccc1C(=O)N1CCN(Cc2ccccc2)CC1
 : -1	6	6	4	1	-4	-0.6	-9	2	9
O=C(Cc1ccc(Cl)c(Cl)c1)NC1CCCCCC1
 : 1	6	-1	-10	1	0	0.8	0	2	-25
COc1cccc(CN2CCNC(=O)C2CC(=O)N2CCCCO2)c1OC (stereo unspecified)
 : -1	2	-3	3	3	-1	-0.9	6	-2	5
Cn1c(NC2CCCCC2)c(N=O)c(=O)n(C)c1=O
 : -2	-2	0	2	3	-1	0.9	4	-3	14
CCc1cc(CNC(=O)c2cccc(OC3CCN(S(C)(=O)=O)CC3)c2)on1
 : -5	-6	-1	0	-1	-4	0.8	-2	-2	-2
COc1ccccc1NC(C)C(=O)Nc1ccc(C(C)=O)cc1 (stereo unspecified)
 : 0	2	11	-1	2	-1	-3.3	1	-4	1
CCC(C(=O)Nc1cc(Cl)c(OC)cc1OC)c1ccccc1 (stereo unspecified)
 : -1	4	-2	0	6	-5	-0.4	-1	0	-8
CSCCC(NC(=O)c1ccco1)C(=O)OCC(=O)N1c2ccccc2NC(=O)C1(C)C (stereo unspecified)
 : 5	-1	5	4	3	-2	-1.2	5	3	3
COc1ccccc1C(=O)N1CC(=O)Nc2ccc(C)cc2C1c1ccc(F)cc1 (stereo unspecified)
 : 1	1	0	-1	0	0	0.3	2	-1	-12
CCCN=C1N(C)C[C@@H]2[C@@H]3C(=O)N(C)C(=O)[C@@H]3[C@](C)(C(=O)OC)N12
 : 3	-1	-5	-2	-1	-1	-1.3	-5	1	4
COc1cc2c(cc1OC)-c1cc(NC3CCCCCCC3)nc(=O)n1CC2
 : 7	1	-2	-7	0	2	-0.2	-1	0	-1
CC(C)N(C(=O)[C@H]1C[C@H](CC(=O)NCCc2ccccn2)C(=O)N2CCc3c([nH]c4cc(CCC(=O)N(C)C)ccc34)[C@]12C)C(C)C
 : -2	-1	6	7	7	-2	-2.9	-3	1	7
COc1ccc(C)cc1-n1c(=O)c2ccccc2c2ccccc2c1=O
 : 0	2	-7	3	1	-2	1.8	1	-2	-17
O=C(Cc1csc(NC(=O)Nc2ccc(Cl)cc2)n1)NCc1ccccn1
 : 30	-4	6	-6	-1	1	0.7	3	0	-15
COc1nc(NC(C)(C)C)nc(Oc2ccc(=O)n(-c3ccccc3)n2)n1
 : -6	0	-1	0	-2	5	-1.7	5	-2	-2
Cc1cccc(NC(=O)c2ccc(Cn3cc(C(F)(F)F)ccc3=O)cc2)c1
 : -4	-3	-5	-8	0	1	-3.7	4	-2	-15
Cc1ccc(NC(=O)C2c3ccccc3Oc3ccccc32)nc1
 : -4	5	7	-4	-1	1	-1.9	9	0	/
CCCC1=C(C(=O)OCC)C(c2cc(Cl)cc(OC)c2OCC(=O)OCC)NC(=O)N1 (stereo unspecified)
 : -10	0	2	11	4	1	0.0	-1	-1	-8
O=C1OC(=O)c2cc([N+](=O)[O-])ccc21
 : 3	-4	-4	5	-1	4	0.1	-8	3	0
Fc1ccccc1CNc1nc(NCC2CC2)nc2ccsc12
 : 1	-3	0	5	1	0	0.5	0	-2	/
COc1ccc2nc(C)cc(NCc3ccc(F)cc3)c2c1
 : -5	1	-2	-5	-7	1	-0.4	2	1	-9
Cc1noc(/C=C/c2ccco2)c1S(=O)(=O)N1CCC(C(=O)Nc2ccc(Cl)cn2)CC1
 : 13	-2	1	4	6	3	-2.9	-1	-3	-35
CC(OC(=O)c1nc(Cl)ccc1Cl)C(=O)NC1CCCCC1C (stereo unspecified)
 : 2	5	-1	-3	4	-4	1.1	-1	-2	2
CCOC(=O)c1cn(-c2c(C)n(C)n(-c3ccccc3)c2=O)c2c(F)c(F)c(F)cc2c1=O
 : -1	0	0	-3	1	-2	-1.1	-1	0	/
O=C(COC(=O)Cc1ccsc1)NC1CCCCCC1
 : -1	-4	-2	4	2	2	2.4	10	-2	1
CC(C)(C)c1csc(NC(=O)Cn2cnc3ccccc3c2=O)n1
 : 0	2	2	0	29*	-2	-1.6	10	-3	-6
N/C(=N\OC(=O)CCCOc1ccccc1)c1cccc(Br)c1
 : 3	3	-1	-5	4	-4	0.1	-8	2	-1
CSc1ccccc1NC(=O)CSc1nnc(COc2ccccc2)o1
 : 3	-2	3	1	1	-7	0.5	0	3	1
CCc1ccc(-c2csc3ncn(Cc4ccc(C(=O)O)cc4)c(=O)c23)cc1
 : 35*	0	-6	-44	-2	3	0.1	7	0	-8
COc1ccc(/C=N/NC(=O)/C(=C/c2ccccc2)CCO)cc1
 : -2	-5	1	4	0	-2	-0.7	6	-2	4
O=C(N/N=C/c1ccc(Cl)c([N+](=O)[O-])c1)c1ccc2c(c1)OCCO2
 : -2	2	-28	1	2	-3	0.7	0	-1	-1
CCNC(=O)CN1c2cccc3cccc(c23)S1(=O)=O
 : 1	-2	1	4	-2	-3	0.7	4	-5	5
Cn1c(SCC(=O)c2ccc(O)cc2O)nnc1-c1ccccc1
 : 1	3	-2	2	-1	1	-0.1	-5	3	0
COC(=O)/C=C/C(=O)NCc1ccco1
 : 0	-1	-6	2	0	0	-1.2	2	2	-2
CCCCN(C(=O)CNC(=O)c1ccco1)C(C(=O)NC1CCCC1)c1ccc(OC)cc1 (stereo unspecified)
 : -10	2	-3	-5	-2	-1	-0.2	7	18	-7

Later entries.
Values run as follows: rCAG binder	MBD2 DNA inh	NR1D1 modulator	ABHD4 inh	PRMT1 FP inh	LEDGF integ inh	PG9 Ab binder	TCR CD3 inh	UHRF1 binding	HTRA1 inh
COCC(=O)N(Cc1cc2ccc(C)cc2[nH]c1=O)c1cccc(C)c1
 : -3	0	-6	1	0	1	-2.5	4	-2	12
CCn1nnnc1SCC(=O)NNC(=O)C1CCCCC1
 : -1	3	-5	-1	0	-4	0.2	-3	3	-4
O=C(c1ccccc1)N(Cc1ccc2c(c1)OCO2)Cc1nc2ccccc2c(=O)[nH]1
 : -5	0	-7	2	0	-1	0.1	-1	1	-4
O=C(CN1CCN(Cc2ccccc2)C1=O)NCc1ccc(Cl)cc1
 : -5	3	-2	-9	0	2	0.6	-5	3	4
CN(Cc1ccccc1)C(=O)[C@@H]1CCCN1
 : 1	-3	3	3	0	3	-0.5	-6	-3	/
Cc1c(Cl)cccc1NC(=S)N(CCCN1CCOCC1)Cc1cccs1
 : -1	-3	5	2	-1	8	-2.1	3	-3	-3
CCCCc1c(-c2ccccc2OC)ncn1Cc1ccccc1F
 : 1	-2	1	5	-3	5	-0.9	1	-3	/
COC(=O)c1ccc(Cn2nc(-c3ccc(C)cc3)ccc2=O)cc1
 : -3	4	0	7	2	-5	-0.2	2	1	0
CCOc1ncccc1C(=O)OCC(=O)c1cc(OC)c(OC)c(OC)c1
 : -2	-3	-4	2	-1	0	0.1	5	-1	9
CC(C)(C)C(=O)Nc1nnc(CCc2ccccc2)s1
 : -5	-1	3	0	-1	1	0.7	4	0	-4
CC(C)CCN(C)C1CCN(C(=O)Nc2ccc3c(c2)OCO3)CC1
 : 0	0	-2	3	7	-1	/	/	1	/
CC(C)Cc1ccc(C(C)C(=N)N)cc1 (stereo unspecified)
 : 1	-6	-3	3	-4	3	-1.6	2	2	6
O=C1Cc2ccccc2C(c2ccc(Br)cc2)N1 (stereo unspecified)
 : -1	-2	-2	6	-2	2	-0.6	-2	2	-9

Compounds from the list above that contain bromine (two):
Values run as follows: rCAG binder	MBD2 DNA inh	NR1D1 modulator	ABHD4 inh	PRMT1 FP inh	LEDGF integ inh	PG9 Ab binder	TCR CD3 inh	UHRF1 binding	HTRA1 inh
N/C(=N\OC(=O)CCCOc1ccccc1)c1cccc(Br)c1
 : 3	3	-1	-5	4	-4	0.1	-8	2	-1
O=C1Cc2ccccc2C(c2ccc(Br)cc2)N1 (stereo unspecified)
 : -1	-2	-2	6	-2	2	-0.6	-2	2	-9

Screening data deposited in PubChem by several laboratories.

Not all compounds are listed; count on the stated rates, not on these rows.
